Bioassay records deposited in PubChem by several laboratories.
iPSC survival up: increases survival of single human iPS cells. hiPSC single-cell survival, ATPlite luminescence; 100% = ROCK inhibitor wells, 0% = DMSO. survival enhancement, % at 20 µM. actives 0.044% (n = 360,000). AID 602274; in the data active means survival enhancement above about 18%;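 further: cells exposed to compounds for 16 hours before the ATP read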
NR2E3 ag-1: activates human NR2E3 receptor | actives 0.35% (n = 360,000) | AID 602229 | Q9Y5X4 | inhibition of corepressor binding, % at 3.98 µM | CHO-S Gal4-NCOR/VP16-NR2E3 two-hybrid, luciferase;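 active means inhibition above the mean of all tested compounds plus 3 SD, cut at about 70% in these data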;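 further: 0% = DMSO with NR2E3 transfected cells and 100% = cells lacking NR2E3 construct; higher means lower luciferase signal from less NR2E3 corepressor binding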
Target sequence (Q9Y5X4 whole entry, looked up, the tested form may be a part): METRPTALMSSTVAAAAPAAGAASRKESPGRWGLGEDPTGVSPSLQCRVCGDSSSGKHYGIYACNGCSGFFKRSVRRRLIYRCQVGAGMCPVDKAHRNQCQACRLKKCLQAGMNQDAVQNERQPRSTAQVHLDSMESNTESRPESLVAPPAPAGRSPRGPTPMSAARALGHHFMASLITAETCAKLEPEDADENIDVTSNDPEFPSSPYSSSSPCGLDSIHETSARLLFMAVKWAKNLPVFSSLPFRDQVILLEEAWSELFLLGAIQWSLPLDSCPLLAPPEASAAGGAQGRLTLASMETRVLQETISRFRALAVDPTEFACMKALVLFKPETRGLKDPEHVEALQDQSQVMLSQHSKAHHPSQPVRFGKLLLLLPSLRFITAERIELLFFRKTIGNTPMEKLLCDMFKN
Vif imaging: inhibitors of HIV Vif | HEK293T cells, Vif self-association by quenched fluorescence, imaging, 24 h | inhibition, % at 7.49 µM | actives 0.35% (n = 340,000) | AID 602346; in the data active means inhibition above about 50%, passing the limit was not always enough; inconclusive means no clear call, values can overlap the other calls; inactive means below about 31%; further: some results filed as inactive read as strong as hits
TRPM1 prom inh: inhibitors of MITF-driven TRPM1 promoter in melanoma cells; SK-MEL-5 TRPM1 promoter luciferase, 24 h; inhibition, % at 12.5 µM; AID 488899; actives 0.83% (n = 330,000);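 active means mean inhibition across replicates of 60% or more, whatever share of single replicates reaches that level; inconclusive means some that reach 60%, reason not given; inactive means mean inhibition across replicates below 60%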; further: values of inactives mirror those of a sister screen read the other way
PDI inh: blocks human protein disulfide isomerase activity | PDI insulin aggregation turbidity, A650, 90 min | actives 0.052% (n = 350,000) | inhibition, % at 10 µM | AID 588391;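 active means mean inhibition across replicates of 30% or more, whatever share of single replicates reach that level; inconclusive means mean inhibition below 30% while every single replicate reaches 30%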;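 further: absorbance from insulin aggregation driven by PDI reduction with DTT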
Target sequence (P07237 whole entry, looked up): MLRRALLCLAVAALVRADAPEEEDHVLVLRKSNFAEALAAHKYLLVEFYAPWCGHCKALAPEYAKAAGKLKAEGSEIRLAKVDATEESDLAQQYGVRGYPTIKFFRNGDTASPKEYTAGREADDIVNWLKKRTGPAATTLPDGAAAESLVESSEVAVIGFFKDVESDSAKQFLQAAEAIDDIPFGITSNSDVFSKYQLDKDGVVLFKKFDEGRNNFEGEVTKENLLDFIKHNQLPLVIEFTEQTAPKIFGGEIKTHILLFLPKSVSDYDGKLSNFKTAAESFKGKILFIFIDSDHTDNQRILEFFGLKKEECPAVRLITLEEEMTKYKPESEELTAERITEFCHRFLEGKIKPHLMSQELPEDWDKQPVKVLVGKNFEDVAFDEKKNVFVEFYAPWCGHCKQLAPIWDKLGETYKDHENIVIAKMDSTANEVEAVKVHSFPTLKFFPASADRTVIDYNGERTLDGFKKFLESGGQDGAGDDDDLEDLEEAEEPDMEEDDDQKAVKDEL
CaV13 FRET inh: Disruptors of the CACNA1D IQ motif to Ca2+-dependent inactivation inhibitor domain association, primary screening, Förster resonance energy transfer in intact living … | HEK cells, CFP/YFP FRET ICDI-IQ, plate reader, 10 min; percent FRET-ratio fall versus neutral wells | inhibition, % at 12.3 µM | actives 0.098% (n = 340,000) | AID 743397;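 active means mean replicate inhibition of at least 30% and at least 1% of replicates passing that level; inconclusive means only one of the two criteria is met; inactive means neither criterion is met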;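 further: 0% = median of the neutral control wells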
Peg3 prom inh: Peg3 promoter activity inhibition. HeLa PEG-Prom luciferase reporter, luminescence, overnight. inhibition, % at 20 µM. actives 1.7% (n = 360,000);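 active means inhibition of at least 50% at 20 µM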
Granule exo inh: lytic granule exocytosis inhibition; TALL-104 LAMP-1 surface exposure, flow cytometry; cells stimulated with thapsigargin and PMA; inhibition, % at 10 µM; actives 0.66% (n = 360,000); AID 651702;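 active means inhibition above about 55%, limit read from the data; inconclusive means no clear call, values can overlap the other calls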
NR2E3 ag-2: activates human photoreceptor nuclear receptor NR2E3; Q9Y5X4; GST-NR2E3/biotin-RetCOR TR-FRET, 1536-well; inhibition of corepressor binding, % at 4.78 µM; AID 2300; actives 0.12% (n = 320,000);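 active means percent inhibition above the cutoff of mean plus 3 SD of all tested compounds, set per screening campaign, cut at about 20% in these data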;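 further: 0% = DMSO wells and 100% = biotin wells as full block of FRET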
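Assay system: NR2E3–RetCOR corepressor complex. Quantity: 1.35 nM GST-NR2E3. Buffer or medium: pH 7.5 Tris-based buffer. Reagent: biotinylated RetCOR corepressor at 7 nM final. Schedule: 5 h at 4 °C. Detection: TR-FRET, emission read at 617 and 671 nm. Replicates: one well per compound, singlicate testing.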
HIF-2a inh: blocks HIF-2a reporter activity. 786-0 RCC cells HIF-2a reporter, luciferase luminescence, overnight. inhibition, % at 18.8 µM. actives 0.72% (n = 360,000). AID 624352;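 active means inhibition of the luminescence signal of 40% or more relative to plate controls, in a single-dose primary screen at 18.75 µM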
aDG glyco up: increases alpha dystroglycan glycosylation; Pro5-aDG cells, alpha-DG glycosylation AlphaScreen (IIH6); 0% Pro5, 100% B10-LARGE cell signal; activation, % at 10 µM; actives 0.22% (n = 360,000); AID 624168;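 active means activation of at least 8% versus controls, or a plate z-score of at least 8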;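 further: Pro5 are CHO cells carrying HIG-tagged alpha-DG that lacks glycosylation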
Active calls of the source: *; ? = inconclusive; . = no result given.

SMILES	iPSC survival up	NR2E3 ag-1	Vif imaging	TRPM1 prom inh	PDI inh	CaV13 FRET inh	Peg3 prom inh	Granule exo inh	NR2E3 ag-2	HIF-2a inh	aDG glyco up
O=C(CSC1=Nc2ccccc2C2CC=NN12)NCc1ccco1 (stereo unspecified)	2.3	-18	0	40	-3	-6	19	2	.	17	-0.3
Cc1nn(C)c(C)c1C1Nc2ccccc2C(=O)N1O (stereo unspecified)	0.2	-56	6	-2	-11	-5	12	-2	-1	-3	0.1
CC(C)OC(=O)COc1cc(O)c2c(=O)cc(-c3ccccc3)oc2c1	-0.1	-40	-13	6	-1	0	-12	-3	0	14	0.1
Cc1cccc(N2CCN(C(=O)c3cccn4c(=O)c5c(C)c(C)sc5nc34)CC2)c1C	-1.3	11	.	7	-11	-9	14	7	2	11	0.2
O=C1COc2ccc(C(=O)COC(=O)c3nc(Cl)ccc3Cl)cc2N1	0.3	-5	6	10	-7	-2	2	-5	.	16	-0.1
CSc1ccc(C(=O)C2CCCN(C(=O)CCc3c(C)nn(C)c3C)C2)cc1 (stereo unspecified)	-0.2	56	-27	14	0	-2	27	4	3	-6	2.9
COc1ccc(Cl)cc1NC(=O)CSc1nnc(Cc2cccn2C)n1-c1ccc(F)cc1	-1.4	-1	8	11	.	-3	19	0	-1	4	0.0
CCOC(=O)c1ccc2ncc(C(=O)OCC)c(NCCN(C)C)c2c1	2.2	-8	0	-6	-5	-6	55*	-1	1	0	0.0
O=C(CN1CCOCC1)Nc1ncccn1	-0.1	-1	17	7	7	-6	10	0	2	2	-0.1
COc1cc(CN2C(=O)C(C)ON=C2c2ccccc2F)cc(OC)c1 (stereo unspecified)	-1.6	-9	-2	.	-12	?	3	20	.	17	-0.1
CCOc1ccccc1N1CC(C(=O)Nc2cc(S(C)(=O)=O)ccc2Cl)CC1=O (stereo unspecified)	-0.5	2	.	-5	0	-2	16	7	1	12	-0.2
CC(C)(C)NC(=O)CSc1nc(N)cc(=O)[nH]1	1.8	-12	14	-2	-2	-6	-15	-6	3	10	0.2

Full records, looked up by structure. Order of screens: iPSC survival up, NR2E3 ag-1, Vif imaging, TRPM1 prom inh, PDI inh, CaV13 FRET inh, Peg3 prom inh, Granule exo inh, NR2E3 ag-2, HIF-2a inh, aDG glyco up
Profile of Cc1cccc(N2CCN(C(=O)c3cccn4c(=O)c5c(C)c(C)sc5nc34)CC2)c1C → -1.3, 11, ., 7, -11, -9, 14, 7, 2, 11, 0.2
Profile of COc1cc(CN2C(=O)C(C)ON=C2c2ccccc2F)cc(OC)c1 (stereo unspecified) → -1.6, -9, -2, ., -12, ?, 3, 20, ., 17, -0.1

The listing continues:
SMILES	iPSC survival up	NR2E3 ag-1	Vif imaging	TRPM1 prom inh	PDI inh	CaV13 FRET inh	Peg3 prom inh	Granule exo inh	NR2E3 ag-2	HIF-2a inh	aDG glyco up
NC(=O)COC(=O)c1ccccc1OCc1ccccc1	1.7	8	3	5	-9	-5	6	-4	0	17	-0.2
COC(=O)[C@]12CCCCC=C1N(Cc1cccc3ccccc13)C(=O)[C@H](CC(=O)NCC13CC4CC(CC(C4)C1)C3)C2	-0.9	-13	.	.	.	-9	.	-1	.	3	0.0
CCCCSc1nc(C)[nH]c1[N+](=O)[O-]	2.2	15	-3	-15	-9	-5	3	2	0	6	0.1
CCCCn1c(NC(C)=O)c(C#N)c2nc3ccccc3nc21	-2.1	-18	9	-9	8	-3	17	0	5	37	0.1
CCOC(=O)c1c(C)nc2sc3c(=O)n(-c4ccc(C)cc4)cnc3c2c1-c1ccc(OC)cc1	0.0	-4	.	6	-4	.	17	1	2	15	-0.1
COc1ccc(-c2nc(CS(=O)(=O)CC(=O)NCc3cccc(Br)c3)c(C)o2)cc1	-1.4	-14	1	10	.	-9	20	-1	-1	-1	0.2
O=C(NC1CCCCC1)/C(=N\O)c1ccccn1	2.7	2	6	-18	9	-9	-9	1	3	-5	0.1
CCOc1ccccc1-c1ccc(C(=O)NCc2ccc(Cl)cc2)o1	-2.9	-7	.	.	.	-4	.	7	.	-9	0.0
Cc1ccc(C(=O)NCCCNC(=O)c2ccccc2C)cn1	0.1	-31	?	1	-1	-7	-3	-21	0	12	-0.2
O=C(Nc1cnccn1)c1ccc(F)cc1Cl	-0.6	-2	15	-2	3	1	5	3	-1	-2	-0.1
C#CC[N+]1(CC#Cc2ccccc2)CCOCC1	-1.6	-6	.	-3	2	.	5	-4	1	16	-0.2
CCN(C(=O)CSc1nc2cc(S(=O)(=O)N(CC)CC)ccc2o1)C1CCS(=O)(=O)C1 (stereo unspecified)	-0.4	-4	-4	-3	-6	-12	0	2	1	2	-0.5

Just TRPM1 prom inh, PDI inh and Granule exo inh, for some of the entries so far:
canonical_smiles	TRPM1 prom inh	PDI inh	Granule exo inh
O=C(CSC1=Nc2ccccc2C2CC=NN12)NCc1ccco1 (stereo unspecified)	40	-3	2
Cc1nn(C)c(C)c1C1Nc2ccccc2C(=O)N1O (stereo unspecified)	-2	-11	-2

Next section:
SMILES	iPSC survival up	NR2E3 ag-1	Vif imaging	TRPM1 prom inh	PDI inh	CaV13 FRET inh	Peg3 prom inh	Granule exo inh	NR2E3 ag-2	HIF-2a inh	aDG glyco up
Cc1cc2nc3n(c2cc1C)CCCN3	0.0	-1	0	15	-11	-15	2	-1	3	-5	0.4
Cc1nnsc1C(=O)NNc1ccc(C(C)C)cc1	-0.4	-15	-6	-20	-3	-4	-87	4	-2	-87	-0.2
CC[C@]12C(=O)N(C)C[C@H]([C@@H]3C(=O)N(Cc4ccccc4)C(=O)[C@@H]31)N2C(=O)c1ccc(Br)cc1	-2.2	17	0	1	5	-4	9	10	.	-7	0.0
N/C(=N\OS(=O)(=O)c1ccc(Cl)cc1)c1ccccn1	-0.7	-21	-10	-7	0	-20	-35	-1	.	-99	0.0
COc1cc(OC)cc(C(=O)NC(C(=O)N2CCC2)C(C)C)c1 (stereo unspecified)	-0.4	1	4	-3	-11	-5	4	-2	.	8	-0.1
CC1CCCCN1CCNS(=O)(=O)c1ccc2c(c1)oc(=O)n2C (stereo unspecified)	0.7	-10	-2	-4	2	-5	5	2	-4	4	0.0
CC(C)CCNC(=S)Nc1ccc([N+](=O)[O-])cc1	0.7	-39	7	-1	-3	-13	-67	-1	-3	-118	0.1
CCC(C)C(NC(=O)C1CCC(C)CC1)C(=O)NC(CCSC)C(=O)OC (stereo unspecified)	-2.0	12	3	6	-2	-4	2	-1	4	8	0.0
Cc1cccc(Cc2cnc(NC(=O)CN3C(=O)/C(=C/c4ccccc4)SC3=S)s2)c1	-1.1	-7	-14	-5	7	.	0	3	1	1	-0.5
CCOC(=O)C1=C(C)NC(C)=C(C(=O)OCC)C1C(=O)OCC(=O)N1CCCCC1C (stereo unspecified)	-0.2	13	-21	-1	-11	-2	12	-1	6	8	0.2
CCc1c(-c2ccccc2)nc2nc(C)c(C)nn12	5.0	-27	8	10	-7	-13	-27	-1	1	-33	-0.1
CCOc1ccc(S(=O)(=O)N2CCOCC2)cc1NC(=O)c1ccc(N2CCCC2=O)cc1	-0.3	15	2	-15	6	-8	13	-8	-4	-1	0.0

Reformatted: entries from further up
mol | iPSC survival up | NR2E3 ag-1 | Vif imaging | TRPM1 prom inh | PDI inh | CaV13 FRET inh | Peg3 prom inh | Granule exo inh | NR2E3 ag-2 | HIF-2a inh | aDG glyco up
Cc1cccc(Cc2cnc(NC(=O)CN3C(=O)/C(=C/c4ccccc4)SC3=S)s2)c1 | -1.1 | -7 | -14 | -5 | 7 | . | 0 | 3 | 1 | 1 | -0.5
CCOC(=O)C1=C(C)NC(C)=C(C(=O)OCC)C1C(=O)OCC(=O)N1CCCCC1C (stereo unspecified) | -0.2 | 13 | -21 | -1 | -11 | -2 | 12 | -1 | 6 | 8 | 0.2

Remaining list, next part.
SMILES	iPSC survival up	NR2E3 ag-1	Vif imaging	TRPM1 prom inh	PDI inh	CaV13 FRET inh	Peg3 prom inh	Granule exo inh	NR2E3 ag-2	HIF-2a inh	aDG glyco up
FC(F)(F)c1cccc(Cn2c3[n+](c4ccc(C(F)(F)F)cc42)CCCCC3)c1	-0.1	-11	13	-1	0	-6	-6	30	-1	14	-0.1
O=C(C1CCN(S(=O)(=O)c2ccc(F)cc2)CC1)N1CCCC(C(F)(F)F)C1 (stereo unspecified)	0.4	-10	5	2	7	-6	1	9	1	3	-0.1
Cc1[nH]c2ccccc2c1CCN(Cc1cccs1)C(=S)Nc1ccccc1	2.5	-22	-10	-5	-4	-6	14	-2	1	7	0.0
C=CC[n+]1c(C)csc1Nc1ccc(C)cc1	-1.0	-4	1	-34	6	7	-56	-6	0	-103	-0.1
CCNC(=S)N/N=C/c1cccc(OCc2c(F)cccc2Cl)c1	-0.8	0	6	-6	15	-15	-9	-3	5	-22	0.6
Cc1ccc(C)c(S(=O)(=O)N2CCC(c3nc4c(nnn4Cc4ccc5c(c4)OCCO5)c(=O)[nH]3)CC2)c1	0.0	-27	5	13	0	-15	32	-1	3	3	-0.3
CC(=O)c1ccc(OCCCC(=O)OCc2nnc(-c3ccc(Cl)cc3)o2)cc1	-0.2	-5	-1	-3	1	.	-27	1	-1	-28	-0.2
COc1ccc(CN(C)C(=O)c2ccc(Cl)c(S(=O)(=O)NCc3cccnc3)c2)cc1F	-0.2	-6	-5	4	21	-5	16	1	4	8	0.3
Cc1cc(C)nc(SCCn2c(N3CC(C)OC(C)C3)nc3c2c(=O)n(C)c(=O)n3C)n1 (stereo unspecified)	0.7	7	1	-2	1	6	8	0	1	13	-0.2
O=C(N/N=C/c1ccccc1Cl)c1ccc(F)cc1	0.0	-100	?	-49	-1	-10	-268	-2	3	-217	-0.2
CC1CN=C(N(C(=O)Nc2ccccc2)c2ccc(F)cc2)S1 (stereo unspecified)	-1.2	2	23	-24	0	1	-24	-5	1	-20	0.2
Cc1sc2ncnc(SCc3ccc(C(=O)O)cc3)c2c1C	0.9	-21	-4	1	2	-1	-5	-1	2	-34	-0.3
CC[C@]12c3[nH]c4ccc(Cl)cc4c3CCN1C(=O)[C@@H](CC(=O)NCCC1=CCCCC1)C[C@@H]2C(=O)N1CCN(C(=O)c2ccco2)CC1	0.2	18	-7	14	11	-5	8	-7	.	-13	0.0
CCCCP(=O)(CCCC)Cc1ccccc1O	2.0	-29	-1	5	-2	.	7	-2	3	0	-0.2
Cc1ccc(C)c(NC(=S)Nc2cccc3cnccc23)c1	-1.1	15	1	-18	-5	-2	18	5	-1	-7	4.6
OCCN(Cc1ccccc1)Cc1cccc(C(F)(F)F)c1	-0.6	5	.	-1	-7	.	11	0	2	18	0.1

Taken from above:
`CCCCP(=O)(CCCC)Cc1ccccc1O` @ Peg3 prom inh = 7
`Cc1ccc(C)c(NC(=S)Nc2cccc3cnccc23)c1` @ HIF-2a inh = -7
`CC[C@]12c3[nH]c4ccc(Cl)cc4c3CCN1C(=O)[C@@H](CC(=O)NCCC1=CCCCC1)C[C@@H]2C(=O)N1CCN(C(=O)c2ccco2)CC1` @ aDG glyco up = 0.0
